Siah-1 displacement: Siah-1 peptide-binding antagonists, primary screen, biochemical, fluorescence polarization, rhodamine-plectin, uHTS (AID 1817). Siah-1 / rhodamine-plectin peptide fluorescence polarization; higher % means a stronger effect. displacement, % at 20 µM, or IC50 in µM where a hit was titrated. hit rate 0.02% among 290,000;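 active = displacement of at least 50% at 20 µM, with a fluorescence ratio check between 0.3 and a set limit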;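 note: plate controls were Siah plus tracer with DMSO for no effect and tracer alone without Siah for full effect; strong numbers were not always called active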
GPR55 LPI antagonism: GPR55 antagonists blocking LPI-driven arrestin recruitment, primary screen, imaging, U2OS, beta-arrestin-GFP, LPI agonist (AID 2013); U2OS GPR55 beta-arrestin-GFP translocation imaging, LPI antagonism; higher % means a stronger effect; hit rate 0.13% among 290,000; one-dose inhibition, % at 10 µM; IC50 in µM for titrated hits;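 active = spots per cell inhibited over 60%, with over 100 cells counted and total cytoplasm intensity under 500,000; inconclusive = wells with under 100 cells, flagged as likely toxic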;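 note: U2OS cells stably carrying GPR55 and arrestin-GFP stimulated by 5 µM LPI near EC80; imaged beta-arrestin-GFP aggregate spots per cell after agonist stimulation; plate controls were LPI-stimulated DMSO wells for no effect and DMSO wells without LPI for full effect; some results filed as inactive read as strong as hits; confirmed hits need IC50 under 10 µM and bright autofluorescent wells are also inconclusive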
GPR35 arrestin U2OS: GPR35 antagonists blocking zaprinast-driven arrestin recruitment, primary screen, imaging, U2OS, beta-arrestin-GFP, zaprinast agonist (AID 2058); inhibition, % at 10 µM; hits with a dose series show IC50 in µM; U2OS GPR35 beta-arrestin-GFP translocation imaging, zaprinast antagonism; higher % means a stronger effect; hit rate 0.052% among 290,000; G-protein coupled receptor 35 (Homo sapiens);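 active = inhibition of at least 50% with at least 30 cells and total cytoplasm GFP at most 10,000,000; inconclusive = under 30 cells or total GFP of 10,000,000 plus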
KOR beta-arrestin-1: KOR antagonists, beta-arrestin recruitment, cell-based, luminescence, uHTS (AID 1778). Kappa-type opioid receptor (Homo sapiens). KOR beta-arrestin recruitment, luminescence, antagonist mode; higher % means a stronger effect. one-dose inhibition, % at 10 µM; IC50 in µM for titrated hits. hit rate 0.091% among 290,000; in the data active = inhibition above about 50%; note: strong numbers were not always called active
KOR beta-arrestin-2: KOR agonists, beta-arrestin recruitment, primary screen, cell-based, luminescence, uHTS (AID 1777) | hit rate 0.02% among 280,000 | Kappa-type opioid receptor (Homo sapiens) | KOR beta-arrestin recruitment, luminescence; higher % means a stronger effect | activation, % at 10 µM; hits with a dose series show EC50 in µM; in the data active = activation above about 50%, passing the limit was not always enough; note: a part of the inactive calls stands beside numbers as strong as those of hits
HIV peptide binding: inhibitors of HIV fusion peptide binding, primary screen, biochemical, uHTS, fluorescence dequenching (AID 1986) | cell-free peptide binding, fluorescence dequenching, 30 min; higher % means a stronger effect | inhibition, % at 20 µM; hits with a dose series show IC50 in µM | hit rate 0.3% among 290,000; in the data active = inhibition mostly above about 52%, no sharp cut-off; inactive = mostly below about 76%; note: some results filed as inactive read as strong as hits
NOD1 inhibition: NOD1 signaling inhibitors, primary screen, cell-based, luminescence, uHTS (AID 1578). hit rate 1% among 290,000. NOD1-driven NF-kB luciferase reporter cells, luminescence; higher % means a stronger effect. inhibition, % at 4 µM; hits with a dose series show EC50 in µM; in the data active = inhibition mostly above about 36%, no sharp cut-off; inactive = mostly below about 34%;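 note: HEK-293T reporter cells stimulated with the NOD1 agonist gamma-tri-DAP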
AID2073: inhibitors of Mint1-CaV2.2 protein interaction, biochemical, HTRF (AID 2073); Voltage-dependent N-type calcium channel subunit alpha-1B (Homo sapiens); hit rate 0.19% among 290,000; HTRF protein-protein interaction, Mint1-CaV2.2; higher % means a stronger effect; inhibition, % at 20 µM; hits with a dose series show IC50 in µM; in the data active = inhibition mostly above about 51%, no sharp cut-off; inconclusive = no clear call, values can overlap the other calls; inactive = mostly below about 53%; note: some results filed as inactive read as strong as hits
GPR55 beta-arrestin: GPR55 agonists via beta-arrestin recruitment, primary screen, imaging, U2OS cells, beta-arrestin-GFP redistribution (AID 1961) | G-protein coupled receptor 55 (Homo sapiens) | U2OS GPR55 beta-arrestin-GFP redistribution imaging; higher % means a stronger effect | one-dose activation, % at 10 µM; EC50 in µM for titrated hits | hit rate 0.048% among 290,000;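 active = activation above 40% with more than 50 cells counted in the well; inconclusive = wells holding fewer than 50 cells, flagged as toxic or sparse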;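 note: U2OS osteosarcoma cells stably expressing GPR55 and beta-arrestin-GFP; plate controls were DMSO negative control for no effect and LPI positive control for full effect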
The depositor's hits bear a star; ? = inconclusive; nt = no result given; [ ] = another dose, or the depositor's remark. A portion of the library (hit frequency here may not be typical).

mol	GPR35 arrestin U2OS	NOD1 inhibition	KOR beta-arrestin-1	KOR beta-arrestin-2	GPR55 beta-arrestin	HIV peptide binding	AID2073	Siah-1 displacement	GPR55 LPI antagonism
CCn1cc(C(=O)NCCCN2CCCC(C)C2)c(=O)c2cc(S(=O)(=O)N(C)C3CCCCC3)ccc21 (configuration not stated)	-7%	-29%	-37%	-0.7%	0.9%	0.3%	2%	5%	56%
C/C=C(\C)CN1CCC(Oc2ccc(C(=O)NCc3ccccn3)cc2)CC1	-8%	-28%	-9%	-0.3%	0.7%	2.4%	3%	1%	12%
O=C(CN(CC1CCCO1)C(=O)CCC(=O)Nc1ccccn1)NCC1CCCO1 (configuration not stated)	-18%	-13%	-5%	-1.3%	-0.1%	-0.5%	4%	1%	-2%
O=C(NCc1ccco1)c1cc(-c2ccccc2)on1	-2%	-46%	-5%	1.5%	-0.1%	1.6%	-1%	1%	1%
Cc1oc(/N=C/c2c(O)ccc3ccccc23)c(C#N)c1C	-9%	16%	15%	-2.7%	-0.2%	0.6%	0%	33%	10%
C(=N\N1CCN(Cc2ccccc2)CC1)/c1ccc(-c2ccccc2)cc1	-3%	-18%	-20%	-1.2%	-0.1%	0.1%	11%	3%	1%
CC(Oc1ccc2c3c(c(=O)oc2c1)CCCC3)C(=O)NCC1CCC(C(=O)O)CC1 (configuration not stated)	5%	-13%	-16%	-6.1%	0.6%	-0.7%	18%	5%	10%
Cn1nc(C(F)(F)F)c(-c2cccc(C(F)(F)F)c2)c1NC(=O)c1ccco1	5%	-5%	-11%	1.0%	0.6%	0.7%	-1%	6%	-3%
O=C(Nc1ccc(Cl)cn1)c1ccc2ccccc2n1	4%	-17%	16%	0.9%	-0.1%	-1.1%	22%	-1%	26%
O=C(c1ccc(S(=O)(=O)N2CCCCC2)cc1)N1CCN(c2ccccc2F)CC1	8%	-12%	22%	1.5%	-0.3%	-3.0%	-3%	0%	-6%
COc1ccc(C(=O)Nc2nnc(C3=COCCO3)o2)cc1OC	0%	7%	6%	-2.6%	0.0%	-0.3%	13%	-3%	18%
CCCn1c(SCC(=O)Nc2ccccc2CC)nnc1C(C)C	-3%	-21%	0%	-0.6%	-0.3%	3.0%	-1%	-1%	8%
Cc1cc(C)cc(N(CC(=O)Nc2ccccc2-c2ccccc2)S(=O)(=O)c2ccccc2)c1	10%	24%	-42%	-1.8%	-0.3%	-2.0%	5%	-9%	-2%
Cc1[nH]n(-c2ccccc2)c(=O)c1/C=N/NC(=O)c1ccoc1C	11%	8%	25%	2.3%	-0.3%	-0.9%	-1%	-6%	?
Cc1ccc(N2C(=O)C3ON(c4ccccc4)C(c4ccncc4)C3C2=O)cc1 (configuration not stated)	3%	-2%	-45%	6.5%	0.3%	0.2%	-2%	-5%	-29%
O=C(Nc1ccc(N=Nc2ccccc2)cc1)c1ccccc1Cl	-4%	-22%	-12%	-5.1%	0.0%	-1.0%	6%	6%	12%
O=C(O)c1nn(CC(=O)N2CCN(c3ccccc3)CC2)c(=O)c2ccccc12	7%	8%	-28%	0.7%	0.3%	-2.8%	-2%	-1%	0%
COc1ccc(Cl)cc1NC(=O)CN(C)Cc1ccc(OC)c(OC)c1	-4%	-30%	3%	-1.7%	0.3%	1.1%	-6%	5%	3%
COc1ccc(-n2c(=S)[nH]c3cc(C(=O)NC4CCCCC4)ccc3c2=O)c(OC)c1	24%	-21%	6%	-5.1%	0.4%	-1.9%	-15%	-9%	3%
Cc1ccc(N(CC(=O)NCC2CCCO2)C(=O)CNS(=O)(=O)c2ccc(Cl)cc2)cc1 (configuration not stated)	-16%	-24%	26%	-1.2%	-0.2%	-1.0%	1%	5%	4%
O=C1c2ccsc2SCCN1Cc1ccccc1	1%	-18%	10%	-1.3%	-0.3%	1.6%	2%	1%	21%
CC(C)(C)Cc1nnc(NS(=O)(=O)c2ccccc2)s1	2%	-32%	19%[20 µM]	-2.5%	-0.3%	3.0%	-14%	-3%	-1%
O=C(c1cnn2c(C(F)F)cc(-c3ccccc3)nc12)N1CCN(Cc2ccc3c(c2)OCO3)CC1	-8%	-4%	-17%	-0.9%	-0.1%	-2.9%	9%	11%	-1%
Cc1ccc(NC(=O)Nc2cnccn2)cc1C	-5%	-15%	-8%	0.6%	-0.1%	-1.1%	6%	-3%	-12%
Cn1c(N2CCC(C(N)=O)CC2)nc2c1c(=O)n(Cc1cccc(Br)c1)c(=O)n2C	-2%	0%	-2%	-2.5%	-0.2%	1.3%	12%	-2%	-4%

Entries of single compounds from above. Order of values: GPR35 arrestin U2OS, NOD1 inhibition, KOR beta-arrestin-1, KOR beta-arrestin-2, GPR55 beta-arrestin, HIV peptide binding, AID2073, Siah-1 displacement, GPR55 LPI antagonism
Listed for `CCCn1c(SCC(=O)Nc2ccccc2CC)nnc1C(C)C` = -3%, -21%, 0%, -0.6%, -0.3%, 3.0%, -1%, -1%, 8%
Listed for `COc1ccc(Cl)cc1NC(=O)CN(C)Cc1ccc(OC)c(OC)c1` = -4%, -30%, 3%, -1.7%, 0.3%, 1.1%, -6%, 5%, 3%
Listed for `C/C=C(\C)CN1CCC(Oc2ccc(C(=O)NCc3ccccn3)cc2)CC1` = -8%, -28%, -9%, -0.3%, 0.7%, 2.4%, 3%, 1%, 12%
Listed for `O=C(NCc1ccco1)c1cc(-c2ccccc2)on1` = -2%, -46%, -5%, 1.5%, -0.1%, 1.6%, -1%, 1%, 1%

Further entries.
mol	GPR35 arrestin U2OS	NOD1 inhibition	KOR beta-arrestin-1	KOR beta-arrestin-2	GPR55 beta-arrestin	HIV peptide binding	AID2073	Siah-1 displacement	GPR55 LPI antagonism
CC(CS(=O)(=O)c1ccc2c(c1)NC(=O)CS2)C(=O)N1CCN(c2cccc(Cl)c2)CC1 (configuration not stated)	-5%	2%	-44%	3.9%	-0.2%	7.0%	20%	19%	-3%
O=C(CN1CCOCC1)Nc1ccc(NC(=O)c2ccccc2F)cc1	-4%	-28%	-2%	-5.4%	0.1%	1.9%	-1%	11%	8%
CCN(C(=O)C1CCCN(c2nc(-c3ccc(OC)cc3)no2)C1)c1ccccc1F (configuration not stated)	-12%	8%	-39%[20 µM]	nt	-0.1%	1.4%	-5%	1%	-10%
COC(=O)c1ccc(-c2ccc(/C=N/N3C(=O)C4C5C=CC(C6CC56)C4C3=O)o2)cc1 (configuration not stated)	2%	-14%	-23%	4.9%	0.7%	9.5%	15%	-2%	17%
CCOC(=O)C1CCN(S(=O)(=O)c2ccc(OC)c(C(=O)N3CCCCC3)c2)CC1	-15%	-18%	-25%	4.4%	-0.2%	-1.9%	-4%	-5%	-3%
Cc1ccnc(NC(=O)CCC(=O)N(CC(=O)NC2CCCCC2)Cc2cccs2)c1	-6%	-43%	-50%	0.1%	0.1%	1.3%	-2%	-2%	21%
CCCCN(C)C(=O)c1cc2cc3cc(OC)ccc3nc2o1	-1%	-59%	-15%	-1.6%	-0.5%	5.1%	43%	19%	12%
CC(C)(C)c1cc(C(F)(F)F)c(C#N)c(=O)[nH]1	5%	3%	-2%	-1.0%	0.0%	1.2%	7%	-2%	-4%
CC(NC(=O)Cc1ccc(F)cc1)c1ccccc1 (configuration not stated)	-9%	9%	-28%	0.9%	-0.1%	-3.0%	-6%	3%	10%
N#C/C(=N\Nc1ccc(Cl)cc1)C(=N)N1CCCCC1	9%	4%	-7%	-2.8%	-0.1%	-2.2%	20%	-5%	5%
Cc1ccnc(NC(=O)c2cccc(NS(=O)(=O)c3ccccc3C)c2)c1	-7%	-2%	20%	-1.1%	-0.2%	-2.6%	4%	2%	-3%
COc1ccc(C(=O)Nc2ccc(S(=O)(=O)N3CCOCC3)cc2)cc1OC	7%	2%	-34%	2.2%	0.2%	2.8%	36%	0%	33%
O=C(CCn1c(=S)oc2ccccc21)Nc1ccc2c(c1)OCCO2	7%	-5%	25%	-2.6%	-0.1%	-3.1%	0%	-3%	-8%
Cc1ccc(NC(=O)CCC(=O)NNC(=O)COc2ccccc2)c(C)c1	-2%	2%	0%	0.5%	0.2%	3.2%	0%	15%	11%
Cc1ccccc1NC(=O)C(C)c1cccc(C(=O)c2ccccc2)c1 (configuration not stated)	-5%	20%	5%	-2.7%	-0.1%	-1.8%	38%	-7%	-4%
Cc1ccc(Cl)cc1N1CCN(C(=O)CCS(=O)(=O)c2ccc3c(c2)NC(=O)CO3)CC1	6%	16%	-9%	1.2%	-0.2%	-1.9%	3%	1%	-5%
CC(OC(=O)c1cccc(S(=O)(=O)Nc2ccccc2F)c1)C(=O)NCc1ccc2c(c1)OCO2 (configuration not stated)	9%	0%	-7%	-2.6%	-0.4%	1.0%	2%	-4%	8%
CCOC(=O)c1c(NC(=O)CSc2nnc(C)c(=O)[nH]2)sc2c1CCC2	0%	nt	23%	0.8%	-0.4%	8.2%	-13%	-3%	2%
Cc1ccc(NC(=O)CCC(=O)NNC(=O)COc2ccc([N+](=O)[O-])cc2)cc1C	10%	-37%	24%	-5.9%	0.0%	1.0%	-7%	6%	4%
O=C(NC1CCCC1)C(c1ccccc1)N(C(=O)c1ccno1)c1cccnc1 (configuration not stated)	2%	-12%	-6%	11%	-0.3%	1.3%	-3%	0%	6%
Cc1cc(-c2n[nH]c(=S)n2/N=C/c2ccc(C)o2)n[nH]1	-1%	-8%	8%	-1.1%	0.0%	0.5%	-41%	0%	23%
COc1ccc(-c2c(C(F)(F)F)nn(C)c2NC(C)=O)cc1	-8%	-16%	-22%	7.9%	0.2%	0.6%	11%	4%	3%
C/C(=N\NC(=O)CSc1ncccn1)c1ccc2c(c1)OCCO2	9%	-5%	-7%	0.7%	0.2%	-3.1%	-9%	10%	-18%
COc1cc(OC)cc(N2CCN(S(=O)(=O)c3ccc(-n4cnnn4)cc3)CC2)c1	-10%	3%	-20%	11%	-0.2%	0.1%	24%	-5%	-4%
O=C(COc1ccc(S(=O)(=O)N2CCCC2)cc1)NCCC1=CCCCC1	-2%	-14%	27%	-2.8%	0.1%	-2.1%	-6%	6%	24%
